Screening data from PubChem.
IDE cell inh – human IDE inhibitors in live cells, primary screen, fluorescence polarization, HEK cells, FAbetaB substrate. inhibition, % at 5.59 µM. Insulin-degrading enzyme (Homo sapiens), P14735. FAbetaB cleavage. 320,000 tested, 0.41% active;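 active means percent inhibition above the average of all tested compounds plus 3 SD, set per screening campaign, cut at about 16% in these data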;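 further: IDE supplied by intact live HEK cells; FP after avidin binding of uncleaved biotin substrate so inhibition keeps polarization high; 0% = DMSO wells and 100% = 60 µM reference IDE inhibitor Ii1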
MEKK3 PB1 HTS – modulators of MEKK3-MEK5 PB1 binding, primary screen, biochemical, wildtype MEKK3, multiplex bead flow cytometry, Alexa488-MEK5; binding response (% of control), % at 10 µM; 290,000 tested, 1.4% active; bead-based flow cytometry, Alexa488-MEK5 binding to MEKK3; actives lie on both sides; 0 = blocked by unlabeled MEK5, 100 = vehicle; AID 1529, 2009;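 active means binding response more than 3 SD above or below the average of its plate-row segment, actives on both sides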;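 further: Alexa488 bead fluorescence after subtracting the streptavidin-only scavenger bead signal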
Target sequence (Q99759 whole entry, looked up): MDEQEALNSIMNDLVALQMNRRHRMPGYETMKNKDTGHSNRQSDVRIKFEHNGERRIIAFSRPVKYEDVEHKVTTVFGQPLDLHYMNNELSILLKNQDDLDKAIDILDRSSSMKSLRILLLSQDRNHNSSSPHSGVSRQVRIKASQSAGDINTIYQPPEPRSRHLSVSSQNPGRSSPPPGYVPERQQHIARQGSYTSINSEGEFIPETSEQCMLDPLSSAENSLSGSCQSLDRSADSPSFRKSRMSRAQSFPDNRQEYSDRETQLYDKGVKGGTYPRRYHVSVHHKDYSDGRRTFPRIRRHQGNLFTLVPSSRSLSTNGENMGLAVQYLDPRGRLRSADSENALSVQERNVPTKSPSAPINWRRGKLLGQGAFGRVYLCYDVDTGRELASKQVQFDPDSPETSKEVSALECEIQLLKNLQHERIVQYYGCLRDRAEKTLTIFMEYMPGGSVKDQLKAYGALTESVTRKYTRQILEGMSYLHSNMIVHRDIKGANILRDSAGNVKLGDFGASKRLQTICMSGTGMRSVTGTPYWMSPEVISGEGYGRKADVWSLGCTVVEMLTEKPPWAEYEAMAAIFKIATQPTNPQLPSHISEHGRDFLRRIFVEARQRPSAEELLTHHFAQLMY
GalR3 antagonist – GalR3 antagonists in HEK293 cells, primary screen, cell-based, fluorescence readout. Galanin receptor type 3 (Homo sapiens), O60755. HEK293 GalR3-CNG cAMP membrane potential fluorescence; galR3 body fused to GalR1 C-terminus. inhibition, % at 3 µM. 360,000 tested, 0.44% active;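 active means inhibition above the screen-wide average plus 3 SD, cut at about 13% in these data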;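 further: forskolin and galanin both at EC90 stimulate the cells; cAMP rise reported by CNG channel membrane potential dye signal; 0% = forskolin plus galanin with DMSO and 100% = forskolin alone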
pCIP destab – p/CIP-EGFP fusion destabilizers, primary screen, fluorescence, F442A cells; 16 h; AID 1984, 2009; decrease of EGFP signal, % at 10 µM; 290,000 tested, 0.01% active; Q05BA5;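 active means EGFP signal decrease of at least 30% at 10 µM or well 3 SD below plate mean, unless failing retest; inactive means the rest, including hits failing retest or dose response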; further: some compounds called inactive have numbers as strong as hits; many of its hits are not listed in these tables
CRFR2-BP antag – antagonists of CRF-BP/CRF-R2 complex, primary screen, cell-based, HEK293, calcium dye fluorescence, uHTS; 350,000 tested, 0.59% active; inhibition, % at 11.8 µM; CRF-induced calcium fluorescence;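 active means inhibition of the ligand-induced calcium signal above about 50% at the single tested concentration, limit read from the data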
PHOSPHO1 inh – PubChem AID 1565; Phosphoethanolamine/phosphocholine phosphatase (Homo sapiens), Q8TCT1; recombinant PHOSPHO1, absorbance phosphatase assay; inhibition, % at 13.3 µM; 290,000 tested, 1.1% active; in the data active means inhibition above about 60%
CHRM4 PAM – human M4 muscarinic receptor positive allosteric modulators, primary screen, CHO-K1 cells, Fluo-8 calcium fluorescence; Muscarinic acetylcholine receptor M4 (Homo sapiens), P08173; CHO-K1 hM4/Gqi5, ACh EC20; 0% = ACh EC20, 100% = maximal ACh; activation, % at 3 µM; 360,000 tested, 0.4% active;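 active means activation above its plate's cutoff, the mean activation of sample wells plus 3 SD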; further: some results filed as inactive read as strong as hits
Target sequence (P08173 whole entry, looked up): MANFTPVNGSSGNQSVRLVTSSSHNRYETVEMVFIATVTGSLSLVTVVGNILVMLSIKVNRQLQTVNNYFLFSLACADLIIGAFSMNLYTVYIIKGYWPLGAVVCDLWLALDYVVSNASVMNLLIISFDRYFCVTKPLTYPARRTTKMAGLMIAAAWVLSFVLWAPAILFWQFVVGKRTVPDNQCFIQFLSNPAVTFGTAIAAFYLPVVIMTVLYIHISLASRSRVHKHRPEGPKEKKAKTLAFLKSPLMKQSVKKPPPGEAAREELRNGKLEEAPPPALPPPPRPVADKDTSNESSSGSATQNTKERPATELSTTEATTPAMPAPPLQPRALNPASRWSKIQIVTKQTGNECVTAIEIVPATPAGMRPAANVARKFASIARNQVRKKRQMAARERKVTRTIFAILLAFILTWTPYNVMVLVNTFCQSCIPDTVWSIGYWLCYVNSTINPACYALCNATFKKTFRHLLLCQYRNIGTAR
IDE act – human IDE activators in live cells, primary screen, fluorescence polarization, HEK cells, FAbeta-B substrate; FAbeta-B cleavage; 0% vehicle, 100% cell-free pure enzyme wells; AID 493087, 2011; 340,000 tested, 0.073% active; activation, % at 5.96 µM; Insulin-degrading enzyme (Homo sapiens), P14735;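 active means activation above the mean of all tested compounds plus 3 SD, set per screening campaign, cut at about 17% in these data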
CRFBP-R2 agonist – agonists of CRF-BP/CRF-R2 complex, primary screen, cell-based, HEK293, calcium dye fluorescence, uHTS. activation, % at 13.2 µM. 350,000 tested, 0.46% active. CRF-binding protein / CRF receptor 2 complex (human). calcium dye fluorescence (FLIPR); percent of saturating CRF peptide response;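 active means activation of at least 50%, plus an integration ratio under a set limit after plate pattern correction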;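 further: plate controls were neutral control wells without compound for no effect and CRF at EC100 for full effect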
An asterisk follows results filed as active; . = no result given.

IDE cell inh | MEKK3 PB1 HTS | GalR3 antagonist | pCIP destab | CRFR2-BP antag | PHOSPHO1 inh | CHRM4 PAM | IDE act | CRFBP-R2 agonist | SMILES
7.5 | 104.0 | 3.9 | -19.0 | -2.0 | 7.4 | -5.3 | 2.6 | -2.0 | C#CCSc1nc(=O)c2cccnc2n1-c1ccc(C)cc1
4.5 | 111.0 | 0.7 | -10.7 | 14.5 | -42.5 | -1.1 | 3.3 | -0.6 | CCOC(=O)c1cc(=O)n2nc(-c3ccccc3F)nc2s1
9.4 | 104.0 | -1.2 | -15.1 | 13.1 | 10.5 | 7.0 | 12.7 | -1.4 | Nc1ccccc1-c1nnc(-c2ccccc2N)n1N
. | . | -0.8 | . | -7.7 | . | 9.6 | -0.2 | -2.5 | COc1ccc(-c2nc(CN3CCC(C(=O)NC4CCCc5ccccc54)CC3)c(C)o2)cc1OC (stereo unspecified)
-3.2 | 98.0 | -0.4 | -5.6 | 16.8 | -8.4 | 0.0 | 6.4 | -1.3 | O=C(O)CCSc1nnc(COc2cccc3cccnc23)n1-c1ccccc1
9.0 | 82.0 | 1.8 | 0.4 | 7.7 | 36.0 | 0.0 | 2.6 | -0.9 | Cc1ccc(S(=O)(=O)/N=C(\N)c2ccc(F)cc2)cc1
0.7 | 107.0 | -12.0 | -1.1 | 15.0 | 34.0 | -3.4 | 0.2 | -0.7 | CCc1cc(=O)oc2c(CNCc3ccc(OC)cc3OC)c(O)c(Cl)cc12
0.7 | 106.0 | 0.7 | 1.3 | 13.8 | -9.9 | 0.5 | 1.3 | -0.5 | Cc1nn(CCCC(=O)Nc2nccs2)c(C)c1[N+](=O)[O-]
-1.2 | . | -4.7 | . | -15.5 | . | -0.9 | 3.2 | -0.4 | O=S(=O)(Nc1ccccc1N1CCOCC1)c1cccs1
. | 94.0 | -7.8 | -37.5 | -94.8 | 11.4 | -22.1 | 42.5* | 139.3* | COc1ccc2c3c(cccc13)C(=O)CC2
11.6 | 102.0 | . | -188.4 | -59.3 | 22.5 | -0.2 | -46.4 | 39.8 | COC1=C/C(=C/c2c(N)n3nc(CC(=O)N4CCCCC4)sc3nc2=O)C=CC1=O
-1.6 | 101.0 | -6.0 | -6.8 | 6.2 | 31.0 | 1.9 | -3.4 | 0.7 | COc1ccc(C(=O)Nc2ccc(NC(=O)c3cccc(F)c3)cn2)cc1
5.0 | 102.0 | 0.6 | -16.1 | -2.7 | -10.9 | 3.5 | -10.2 | -0.5 | COc1cc2c(C(=O)NC3CCCCCC3)cn(C)c(=O)c2cc1OC
5.6 | 99.0 | -1.9 | 8.6 | 9.1 | 28.7 | -1.9 | -9.2 | 3.4 | CC(OC(=O)c1ccc(S(=O)(=O)N2CCCCC2)cc1)C(=O)NC1CCCCC1C (stereo unspecified)
1.0 | 97.0 | -9.4 | -11.6 | 9.3 | 15.1 | 2.3 | 3.9 | -1.7 | Cc1ccc2cc(C)c(SCC(=O)NCC3CCCO3)nc2c1 (stereo unspecified)
. | 99.0 | -8.9 | 6.9 | 1.3 | 24.8 | 0.5 | 2.4 | 1.1 | Cc1ccc(CNC(=O)Nc2ccc(F)cc2F)n1C
0.8 | 103.0 | -0.3 | -8.3 | -1.6 | -9.3 | -1.4 | 3.9 | -1.1 | CCc1nc(C)ccc1OCC(=O)N(CC)CC
-3.9 | 99.0 | -9.2 | 5.0 | 17.2 | 32.0 | -0.3 | 8.1 | 2.3 | CC1CCN(Cc2c(C(=O)N/N=C/c3cc(Br)ccc3O)nnn2-c2nonc2N)CC1
0.3 | 101.0 | -7.7 | 8.8 | -2.6 | 7.7 | 2.2 | 2.2 | 2.4 | CCCC(=O)c1c[nH]c(C(=O)NCc2cccnc2)c1
0.4 | 88.0 | . | 2.6 | -34.8 | -17.0 | -11.8 | 2.0 | -1.2 | Nc1c(S(=O)(=O)c2cccs2)c2nc3ccccc3nc2n1CC1CCCO1 (stereo unspecified)

Later entries.
IDE cell inh | MEKK3 PB1 HTS | GalR3 antagonist | pCIP destab | CRFR2-BP antag | PHOSPHO1 inh | CHRM4 PAM | IDE act | CRFBP-R2 agonist | SMILES
3.7 | 97.0 | -3.9 | -7.3 | -19.4 | 14.8 | -3.5 | 2.9 | -0.9 | O=C(CN(Cc1cccs1)C(=O)CNS(=O)(=O)c1ccccc1)NC1CCCC1
-1.5 | 105.0 | . | -6.7 | 10.4 | 10.1 | 5.3 | 4.9 | -2.8 | COc1ccc(-c2nc(CNS(=O)(=O)c3ccc(OC)c(OC)c3)cs2)cc1
0.0 | 107.0 | -1.3 | -3.7 | -0.1 | 10.4 | 0.8 | 4.1 | -2.0 | Cc1ccc(N(CC(=O)NCC2CCCO2)S(C)(=O)=O)cc1Cl (stereo unspecified)
8.9 | 101.0 | 5.7 | 1.0 | 10.8 | -20.0 | -3.0 | 1.7 | 2.8 | O=C1C2C3C=CC(C4CC34)C2C(=O)N1c1ccc2c(c1)OCO2 (stereo unspecified)
2.7 | 94.0 | 1.6 | -8.1 | -3.4 | -4.9 | -16.4 | 1.8 | 2.2 | Cc1nc(SCC(=O)NC2CCCCC2)[nH]c(=O)c1C
3.0 | 95.0 | . | -8.2 | -6.7 | 16.3 | 8.5 | -2.4 | -0.5 | Cc1nn(C)c(C(=O)Nc2ccc(Br)cc2F)c1Br
2.3 | 104.0 | -4.3 | 3.4 | 6.8 | 5.0 | 0.7 | -1.6 | 0.5 | CC(C)(C)c1csc(NC(=O)c2cccs2)n1
-2.6 | 92.0 | -2.2 | -12.1 | 7.2 | 39.0 | 0.7 | -0.7 | -0.5 | NC(=O)CC(NC(=O)c1ccccc1)c1ccc(NCCOc2ccccc2)c([N+](=O)[O-])c1 (stereo unspecified)
0.1 | 107.0 | -7.8 | 5.7 | -9.1 | 0.0 | -4.4 | -1.4 | 1.1 | CN(C)c1ccc(/C=N/n2c(C3CCCCC3)n[nH]c2=S)cc1
-3.4 | . | -0.1 | . | -1.4 | . | -7.1 | 1.9 | 0.6 | CC(Sc1ncnc2sc(-c3ccccc3)cc12)C(=O)NCC1CCCO1 (stereo unspecified)
9.4 | 101.0 | -5.2 | -3.8 | 6.8 | 15.4 | 17.0 | 0.8 | -2.1 | O=C(NCN1CCN(c2ccccn2)CC1)c1cnccn1
0.7 | . | -4.0 | . | 5.6 | . | 1.4 | -0.9 | 1.1 | CC(Oc1coc(CN2CCN(C(=O)c3ccco3)CC2)cc1=O)c1ccccc1 (stereo unspecified)
-2.4 | 99.0 | -3.0 | -13.5 | -0.8 | -32.1 | 16.8 | 2.5 | -1.5 | COc1ccccc1C1C(C(=O)c2cc3ccccc3o2)=C(O)C(=O)N1CCN(C)C (stereo unspecified)
-5.0 | 102.0 | -6.5 | -15.4 | -8.8 | 22.7 | 8.8 | -1.3 | -6.3 | CCCC(O)(c1ccccc1)C(CN1CCOCC1)c1ccccc1 (stereo unspecified)
. | . | -5.5 | . | 18.2 | . | 3.5 | -0.4 | 0.7 | CC(C)C[C@@H](CNCC(=O)[C@H](CC(C)C)NC(=O)c1[nH]cnc1C(=O)N[C@@H](C)CN)NC(=O)c1nc[nH]c1C(=O)N[C@@H](CC(=O)O)C(=O)O
-1.9 | 98.0 | -0.4 | -4.2 | 61.6* | 47.6 | 2.1 | 3.4 | 0.7 | CCOc1ccc(S(=O)(=O)N2CCN(C(=O)c3ccncc3)CC2)cc1
6.5 | 114.0 | . | -5.9 | . | 8.4 | . | . | . | O=C(O)Cc1cc(I)c(Oc2ccc(O)c(I)c2)c(I)c1
-0.3 | . | -5.8 | . | 1.4 | . | 2.0 | 0.5 | -0.7 | O=C(COc1ccc2cc(Br)ccc2c1)N1CCOCC1
. | . | 2.7 | . | -11.9 | . | 2.7 | 9.9 | -2.1 | Nc1o[nH]c(=O)c1C1CCCCC1
0.3 | 106.0 | -7.9 | 2.6 | 17.6 | 8.9 | 0.8 | 4.6 | -0.3 | COc1ccc(C2/C=C\CN(Cc3ccc(N(C)C)cc3)CC(=O)N2Cc2ccc(F)cc2)cc1 (stereo unspecified)

Next part:
IDE cell inh | MEKK3 PB1 HTS | GalR3 antagonist | pCIP destab | CRFR2-BP antag | PHOSPHO1 inh | CHRM4 PAM | IDE act | CRFBP-R2 agonist | SMILES
4.3 | 102.0 | -5.3 | 33.8 | 2.8 | 19.2 | 6.5 | 7.5 | 1.0 | CC(OC(=O)c1cccc(-n2cnnn2)c1)C(=O)N(C)c1ccccc1 (stereo unspecified)
-0.3 | 106.0 | -4.7 | -2.1 | -0.2 | -29.1 | -4.0 | 2.0 | -0.7 | Cc1cc(=O)n2nc(N3CCCC(C(=O)N4CCN(c5ccccc5)CC4)C3)sc2n1 (stereo unspecified)
2.5 | 92.0 | . | 2.2 | -21.7 | -4.2 | 2.7 | -1.2 | -1.3 | CCCN(CCC)CCNc1c(N2CCN(C(=O)OCC)CC2)c(=O)c1=O
4.4 | 112.0 | -4.5 | -5.6 | -2.8 | -20.8 | -12.4 | -5.2 | -1.4 | O=C(CN1CCCCC1)N1CCCc2c1c(=O)oc1ccc(OCc3ccccc3)cc21
-1.7 | 104.0 | -2.1 | 8.0 | -8.1 | . | -9.1 | 2.4 | -0.1 | Cc1c(CN2CC[C@@H](N3CCN(c4ccccn4)CC3)[C@H](O)C2)[nH]c2ccc(F)cc12
1.9 | . | 2.2 | . | -4.8 | . | 7.1 | 4.1 | -0.3 | Cc1ccc(C(=O)NCC(=O)OCC(=O)c2ccccc2)s1
-0.8 | . | 6.2 | -14.5 | 12.0 | 6.1 | -3.2 | 5.6 | -0.7 | Cn1c2c(c(=O)n(C)c1=O)C(c1cc3c(cc1Br)OCO3)CC(=O)N2 (stereo unspecified)
-3.0 | 101.0 | -6.7 | -6.1 | -8.9 | 31.5 | -5.1 | 2.9 | 1.0 | COc1ccc(S(=O)(=O)NN=C2CCCC2)cc1
6.1 | 100.0 | -2.6 | -12.1 | -7.5 | 1.7 | 3.2 | 4.4 | -0.5 | Cc1ccc(C(=O)NC(NCc2ccco2)C(Cl)(Cl)Cl)cc1 (stereo unspecified)
-3.0 | 111.0 | 4.5 | -10.2 | 8.4 | -1.0 | -3.1 | -1.6 | -0.5 | COc1ccccc1N1CCN(C(=O)C(F)F)CC1
4.3 | . | 75.7* | -18.0 | 2.7 | 28.4 | -3.7 | -3.5 | -4.1 | COc1ccc(CC(=O)N2CCN(c3ccc(C4=NNC(=O)CC4C)cc3)CC2)cc1 (stereo unspecified)

An excerpt from above in order of their number in MEKK3 PB1 HTS, descending.
IDE cell inh | MEKK3 PB1 HTS | GalR3 antagonist | pCIP destab | CRFR2-BP antag | PHOSPHO1 inh | CHRM4 PAM | IDE act | CRFBP-R2 agonist | SMILES
4.4 | 112.0 | -4.5 | -5.6 | -2.8 | -20.8 | -12.4 | -5.2 | -1.4 | O=C(CN1CCCCC1)N1CCCc2c1c(=O)oc1ccc(OCc3ccccc3)cc21
-0.3 | 106.0 | -4.7 | -2.1 | -0.2 | -29.1 | -4.0 | 2.0 | -0.7 | Cc1cc(=O)n2nc(N3CCCC(C(=O)N4CCN(c5ccccc5)CC4)C3)sc2n1 (stereo unspecified)
-3.0 | 101.0 | -6.7 | -6.1 | -8.9 | 31.5 | -5.1 | 2.9 | 1.0 | COc1ccc(S(=O)(=O)NN=C2CCCC2)cc1
